High-throughput results (PubChem BioAssay)
D1 agonist – agonists of human D1 dopamine receptor | hit rate 1% among 360,000 | AID 504660 | activation, % at 2 µM | HEK293 T-REx D1 cells, calcium flux, agonist mode; in the data active = activation above about 30%; also: 0% is about no effect
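Inducible HEK293 T-REx D1 cells, force-coupled to calcium signalling, were plated at 4000 cells/well with tetracycline and held overnight at 30 C. After no-wash calcium dye loading, compound-evoked calcium rise over 180 s flagged agonists.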
TRHR enhancer – TRH receptor (human) allosteric enhancement; P34981; TRHR cells, fluo-8 calcium fluorescence, EC20 TRH enhancement; enhancement, % at 2 µM; hit rate 0.66% among 360,000; AID 493056; in the data active = enhancement above about 30%; also: 0% is about no effect
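Enhancer read-out: after compound pinning and an initial kinetic agonist-mode read, an EC20 of TRH (10 nM final) was injected and fluo-8 calcium signal (Ex 480/Em 530) followed at 1 s/cycle for 100 cycles in TRHR-expressing cells.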
RXFP1 antag – antagonists of human relaxin receptor RXFP1; AID 1259400; hit rate 0.59% among 350,000; HEK293-RXFP1, relaxin-stimulated cAMP HTRF, 30 min; active compounds read low; activity change, negative = inhibition, % at 57.5 µM;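 active = activity change of -60% or lower, but not beyond a set lower limit; inconclusive = change between -60% and -40%, or beyond the set limit; inactive = change above -40%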; also: % is scaled to controls: 0 for no effect and ±100 for the full control effect
Target sequence (Q9HBX9 whole entry, looked up): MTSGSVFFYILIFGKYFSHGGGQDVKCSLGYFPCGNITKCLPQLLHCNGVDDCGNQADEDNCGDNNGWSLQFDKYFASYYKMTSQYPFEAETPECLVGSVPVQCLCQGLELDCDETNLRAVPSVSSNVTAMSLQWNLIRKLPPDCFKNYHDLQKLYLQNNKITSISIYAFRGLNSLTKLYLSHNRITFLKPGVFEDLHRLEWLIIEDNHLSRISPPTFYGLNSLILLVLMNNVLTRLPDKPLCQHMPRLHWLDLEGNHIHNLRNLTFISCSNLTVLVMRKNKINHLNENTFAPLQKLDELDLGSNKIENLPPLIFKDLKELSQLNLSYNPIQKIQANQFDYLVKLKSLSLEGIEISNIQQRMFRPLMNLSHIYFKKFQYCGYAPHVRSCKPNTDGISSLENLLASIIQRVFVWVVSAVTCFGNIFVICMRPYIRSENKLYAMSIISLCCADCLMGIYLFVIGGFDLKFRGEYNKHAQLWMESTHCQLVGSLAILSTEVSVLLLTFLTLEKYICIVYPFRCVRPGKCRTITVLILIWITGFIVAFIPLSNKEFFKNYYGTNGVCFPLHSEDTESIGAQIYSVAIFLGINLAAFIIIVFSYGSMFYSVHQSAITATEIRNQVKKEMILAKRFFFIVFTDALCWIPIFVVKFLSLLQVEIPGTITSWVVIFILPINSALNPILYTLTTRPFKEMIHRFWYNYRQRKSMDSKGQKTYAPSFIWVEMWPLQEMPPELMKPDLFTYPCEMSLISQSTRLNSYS
D2 PAM – positive allosteric modulators of human D2 dopamine receptor | potentiation, % at 10 µM | HEK293 T-REx D2, calcium flux, EC20 dopamine potentiation | hit rate 0.34% among 340,000 | P14416 | AID 485347;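 active = potentiation over 3 SD above the plate norm, cut at about 30% in these data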; also: 0% is about no effect
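Calcium flux readout, no-wash dye, 1 read/s. Inducible HEK293 Trex D2 line, overnight 30 C. Compound alone 180 s (agonist flags), then EC20 dopamine, another 180 s to score potentiation.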
TRHR ag – agonists of human TRH receptor. TRHR cells, calcium flux fluo-8, FDSS agonist mode. activation, % at 2 µM. P34981. hit rate 0.18% among 360,000. AID 493084; in the data active = activation above about 30%; also: 0% is about no effect
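TRHR-expressing cells, plated overnight in medium with 10% serum, were loaded with fluo-8 calcium dye at room temperature. After a 10 s baseline, library compound was pin-added and calcium release was recorded kinetically (ex 480/em 530) as agonist response.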
RXFP1 agonist – activates the human relaxin receptor RXFP1 | Potency, µM (series often up to 57.5 µM), for inactives: top-dose activation, hits mostly activators | hit rate 0.3% among 370,000 | HEK293T-RXFP1 cAMP TR-FRET, 30 min; response scale: percent of porcine relaxin response, buffer zero; also: potency is read from the fitted curve at half-maximal effect; % is scaled to controls: 0 for no effect and ±100 for the full control effect; nearly all actives have a fitted effect of over 60% in size; many of its hits are not listed in these tables
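HEK293 cells stably expressing RXFP1, treated 30 min at 37C with compounds plus PDE4 inhibitor Ro 20174; cAMP measured by HTRF TR-FRET. Normalized to buffer and 29 nM porcine relaxin; EC50 by Hill fit.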
Anesthetic bind – binds horse apoferritin like a general anesthetic | Potency, µM (doses to about 77.5 µM), inactives show at the top dose activity change, negative = displacement, actives largely listed as inhibitors | P02791 | apoferritin/1-aminoanthracene competitive binding, fluorescence | hit rate 0.074% among 350,000; also: potency is read from the fitted curve at half-maximal effect; % is scaled to controls: 0 for no effect and ±100 for the full control effect; nearly all actives have a fitted effect of over 20% in size
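Read-out: endpoint 1-AMA fluorescence, excitation 380 nm and emission 535 nm, after compounds sit 10 min at room temperature with 10 uM horse-spleen apoferritin in 50% saturated 1-AMA/PBS. Values come from four-parameter Hill fits.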
D1 antagonist – antagonists of human D1 dopamine receptor. P21728. HEK293 TREx D1 cells, calcium flux, dopamine EC80; active compounds read low. activity change, negative = inhibition, % at 10 µM. hit rate 3.2% among 360,000. AID 504652; in the data active = activity change below about -30%; also: % is scaled to controls: 0 for no effect and ±100 for the full control effect
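After overnight tetracycline induction at 30 C, force-coupled D1 HEK293 cells took up a no-wash calcium dye at room temperature. Compounds were added and monitored 180 s, and the response to EC80 dopamine was then recorded.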
D1 potentiator – human D1 dopamine receptor positive modulation; HEK293 TREx D1 cells, calcium flux, dopamine EC20 potentiation; potentiation, % at 10 µM; hit rate 0.036% among 360,000; AID 504651; in the data active = potentiation above about 30%; also: 0% is about no effect
An asterisk follows results filed as active; u = inconclusive; x = not tested or not shown. Unless noted, calls follow the shape of the dose curve; as a rule, active = well fitted curve in the direction sought with a large enough effect; inconclusive = small, poorly fitted or top-dose-only effect, or another doubt; inactive = no such curve, though single readings can be large; an effect the other way counts as inactive or inconclusive. These rows are one share of the data. The share of hits here may be higher or lower than overall.

Labels used below – A = D1 agonist; B = TRHR enhancer; C = RXFP1 antag; D = D2 PAM; E = TRHR ag; F = RXFP1 agonist; G = Anesthetic bind; H = D1 antagonist; I = D1 potentiator
Cc1ccc(-n2c(C)cc(/C=C(\C#N)C(=O)NCC3CCCO3)c2C)cc1 (centres undefined)
  A: 3	B: -3	C: 3	D: -20	E: -1.1	F: 5.3%	G: -22%	H: -101*	I: -17
Cc1ccc(NC(=O)Cn2nc(C)c([N+](=O)[O-])c2C)cc1C
  A: 3	B: 2	C: 2	D: -4	E: -0.2	F: 0.8%	G: -5%	H: 0	I: 3
CC(C)(C)C1CCC(OC(=O)c2ccncc2)CC1 (centres undefined)
  A: -1	B: 3	C: -7	D: -1	E: 0.0	F: 0.5%	G: -23%	H: 2	I: -4
CCc1noc(C)c1C(=O)NC1CC(C)(C)Cc2c1cnn2-c1ccccc1 (centres undefined)
  A: 2	B: 0	C: x	D: 1	E: -0.4	F: -2.8%	G: -11%	H: 2	I: 2
Cc1cc(NC(NC(=O)c2ccco2)(C(F)(F)F)C(F)(F)F)no1
  A: 5	B: -7	C: -7	D: 0	E: 0.4	F: -0.8%	G: -9%	H: 3	I: 1
Cc1ccc(Cc2c(C)nc3nc(SCC(=O)NCCCN4CCOCC4)nn3c2C)cc1
  A: 4	B: 1	C: 11	D: 2	E: 0.6	F: 8.3%	G: -11%	H: -4	I: -4
CCN(CC)CCNC(=O)Cc1nn(CC)c(=O)c2ccccc12
  A: 4	B: -1	C: -9	D: -3	E: 0.1	F: 2.0%	G: -10%	H: 19	I: -6
O=C(C(c1ccccc1)c1ccccc1)N1CCCc2ccccc21
  A: 4	B: -11	C: 0	D: -4	E: -0.5	F: 0.6%	G: -5%	H: 1	I: -7
CC(=O)c1c(C)[nH]c(C(=O)OCc2nc3ccsc3c(=O)[nH]2)c1C
  A: 0	B: -2	C: -2	D: 6	E: 0.2	F: 9.5%	G: x	H: 0	I: -3
CSc1ccc(NC(=O)N2CCN(c3nc4ccccc4s3)CC2)cc1
  A: 1	B: -3	C: -11	D: x	E: -0.3	F: 2.2%	G: -11%	H: -16	I: -7
CC(C)CCn1cnc2c(oc3nc4c(cc32)CCCC4)c1=O
  A: 0	B: -1	C: -3	D: 3	E: 0.5	F: 0.1%	G: -6%	H: -2	I: -2
COc1cc(C=O)ccc1OCCSc1ccc(C)cc1
  A: 8	B: 19	C: -10	D: -1	E: -0.8	F: 0.8%	G: -8%	H: -9	I: -7
Nc1cc(=O)[nH]c(SCC(=O)Nc2cccnc2Cl)n1
  A: 3	B: 7	C: -8	D: 12	E: -1.2	F: u	G: -5%	H: 3	I: x
COc1ccc(NCC(=O)Nc2cc(S(=O)(=O)N3CCOCC3)ccc2N2CCOCC2)c(OC)c1
  A: 1	B: 6	C: 3	D: -5	E: 0.0	F: 4.3%	G: -3%	H: 14	I: 0
CNC(=O)C1CC(=O)N(CCc2ccc(C)cc2)C1 (centres undefined)
  A: 2	B: 2	C: 10	D: 4	E: 0.2	F: -1.5%	G: -1%	H: -4	I: 4

With a hit mark in D1 antagonist, of those listed so far:
SMILES,D1 agonist,TRHR enhancer,RXFP1 antag,D2 PAM,TRHR ag,Anesthetic bind,D1 antagonist,D1 potentiator
Cc1ccc(-n2c(C)cc(/C=C(\C#N)C(=O)NCC3CCCO3)c2C)cc1 (centres undefined),3,-3,3,-20,-1.1,-22%,-101*,-17

The listing picks up; the 2 compounds before the break are reprinted first.
Labels used below – A = D1 agonist; B = TRHR enhancer; C = RXFP1 antag; D = D2 PAM; E = TRHR ag; F = RXFP1 agonist; G = Anesthetic bind; H = D1 antagonist; I = D1 potentiator
COc1ccc(NCC(=O)Nc2cc(S(=O)(=O)N3CCOCC3)ccc2N2CCOCC2)c(OC)c1
  A: 1	B: 6	C: 3	D: -5	E: 0.0	F: 4.3%	G: -3%	H: 14	I: 0
CNC(=O)C1CC(=O)N(CCc2ccc(C)cc2)C1 (centres undefined)
  A: 2	B: 2	C: 10	D: 4	E: 0.2	F: -1.5%	G: -1%	H: -4	I: 4
CCN(CC)C(=O)c1ccccc1NS(=O)(=O)c1cccs1
  A: 2	B: -5	C: 1	D: x	E: -0.1	F: -4.2%	G: -4%	H: 15	I: -5
C/C(=N\Nc1ccc(Cl)c(C(=O)O)c1)c1cccc2ccccc12
  A: 2	B: 1	C: 7	D: -9	E: 1.7	F: -0.9%	G: -11%	H: 0	I: -3
O=C(CSc1nnc(CNC(=O)c2c(F)cccc2Cl)o1)NCc1ccccc1
  A: 3	B: 1	C: -18	D: 4	E: 0.2	F: -2.1%	G: -6%	H: -18	I: -4
C=CCn1c(-c2cccs2)nc2ccccc21
  A: 0	B: 7	C: -4	D: 15	E: -1.5	F: 1.2%	G: -19%	H: -52*	I: -11
NN/C(=C\[N+](=O)[O-])Nc1ccc(Cl)cc1
  A: 1	B: -1	C: -11	D: 0	E: -0.3	F: 1.0%	G: -24%	H: -8	I: -3
CN(C)C(CNC(=O)CCOc1ccccc1)c1ccco1 (centres undefined)
  A: -2	B: 4	C: -1	D: 3	E: -0.1	F: 1.1%	G: -9%	H: 12	I: -1
Cc1cc(NC(=O)c2cc(-c3ccc(F)cc3)on2)nn1Cc1ccc(Cl)cc1
  A: 6	B: -3	C: 7	D: -9	E: 2.9	F: 8.8%	G: 0%	H: -2	I: 1
COc1ccc(S(=O)(=O)CCc2nc3ccccc3s2)cc1
  A: 0	B: -1	C: -8	D: -3	E: 0.0	F: -1.5%	G: -13%	H: 0	I: -1
CCCCOc1ccc(C(=O)N2CC(=O)Nc3ccc(Br)cc3C2c2ccc(F)cc2)cc1 (centres undefined)
  A: 2	B: 2	C: u	D: -7	E: 0.3	F: 5.4%	G: -1%	H: -1	I: 1
COc1ccc(CNC(=O)c2c(O)c3ccccc3n(C)c2=O)cc1OC
  A: 5	B: 11	C: 4	D: 16	E: 1.0	F: 0.3%	G: -6%	H: 9	I: -1
CC(NC(=S)Nc1cccc(F)c1)C(c1cccs1)N1CCOCC1 (centres undefined)
  A: 5	B: 4	C: -11	D: 4	E: 0.8	F: 0.9%	G: -10%	H: -9	I: -2

One compound at a time (already shown).
Cc1ccc(NC(=O)Cn2nc(C)c([N+](=O)[O-])c2C)cc1C across the screens: D1 agonist = 3; TRHR enhancer = 2; RXFP1 antag = 2; D2 PAM = -4; TRHR ag = -0.2; RXFP1 agonist = 0.8%; Anesthetic bind = -5%; D1 antagonist = 0; D1 potentiator = 3
Nc1cc(=O)[nH]c(SCC(=O)Nc2cccnc2Cl)n1 across the screens: D1 agonist = 3; TRHR enhancer = 7; RXFP1 antag = -8; D2 PAM = 12; TRHR ag = -1.2; RXFP1 agonist = u; Anesthetic bind = -5%; D1 antagonist = 3; D1 potentiator = x
